SKN-1 block – inhibitors of C. elegans SKN-1; C. elegans VP596 Pgst-4::GFP/RFP ratio, acrylamide-induced, 24 h; 0.49% of 360,000 active; inhibition, % at 21.8 µM; AID 624304;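 active means interference check ratio from 0.5 to 1.5 plus GFP to RFP signal ratio inhibition reaching or exceeding a fixed threshold, cut at about 30% in these data, passing the limit was not always enough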; further: some compounds called inactive have numbers as strong as hits
NRP1-CendR mod – alters CendR peptide binding to human NRP-1; O14786; FAM-RPARPAR peptide binding to NRP-1, fluorescence polarization; inhibition, % at 25 µM; 0.85% of 360,000 active; AID 602438;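 active means inhibition or corrected inhibition above about 18%, plus a signal ratio from 0.5 to 1.5, limit read from the data, passing the limit was not always enough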; further: strong numbers were not always called active
E coli Lon inh – inhibitors of E. coli Lon protease. P0A9M0. purified E. coli Lon protease, fluorescence polarization. inhibition, % at 7.94 µM. 0.42% of 360,000 active; in the data active means inhibition above about 13%, passing the limit was not always enough;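 further: 0% = enzyme with probe and DMSO and 100% = no enzyme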
MT1-MMP act inh – blocks activation of human MT1-MMP | P50281 | HT1080 RFP-PRO-GFP cells, GFP/RFP ratio fluorescence, overnight; percent of plate control window, DMSO zero | GFP/RFP ratio change, % at 20 µM | 0.061% of 360,000 active | AID 651647;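 active means GFP/RFP ratio change of at least 30% with cell ATP level not reduced by more than half and red fluorescence within 50% of control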; further: strong numbers were not always called active
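Assay system: HT1080 cells carrying an RFP-PRO-GFP reporter | Dosing: Single dose of 20 µM compound, 1% DMSO final | Incubation: Cells overnight before dosing, compound overnight, 37 °C, 5% CO2 | Evaluation: GFP/RFP fluorescence ratio | Control set: DMSO and RFP-L50D-GFP cell wells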
FAS-TE inh – blocks the thioesterase domain of human fatty acid synthase. AID 602261. 0.67% of 360,000 active. recombinant FAS-TE, OMFH fluorogenic substrate, fluorescence endpoint. inhibition, % at 15 µM;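 active means compounds whose normalised, plate-corrected inhibition of enzyme fluorescence in the single-dose primary screen is 50% or more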;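 further: 0% = DMSO with enzyme and 100% = substrate without enzyme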
Neddylation inh – blocks human cullin neddylation. P61081+Q13564. TR-FRET cullin neddylation, biochemical. calls only at 25 µM. 0.58% of 360,000 active. AID 651699; in the data active means inhibition above about 36%
Rin1 Abl inh – inhibitors of human Rin1-Abl protein interaction; AID 588664; P00519+Q13671; TR-FRET Rin1/Abl binding, biochemical; 0.4% of 360,000 active; inhibition, % at 7.35 µM; in the data active means inhibition above about 5%, passing the limit was not always enough
PABP1 MLLE inh – inhibitors of microRNA-mediated deadenylation, human PABP1 MLLE binding; 0.36% of 360,000 active; inhibition, % at 20 µM; GST-MLLE / FITC-PAM2 fluorescence polarization; P11940; in the data active means inhibition above about 35%, passing the limit was not always enough;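 further: plate controls were DMSO wells with GST-MLLE for no effect and wells lacking GST-MLLE protein for full effect; some results filed as inactive read as strong as hits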
MsrA act – bovine methionine sulfoxide reductase A activation | purified bovine MsrA, absorbance read-out | activation, % at 10.6 µM | 0.3% of 360,000 active | AID 602163; in the data active means activation above about 7.5%;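 further: 0% = vehicle and 100% = reference activator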
An asterisk follows results filed as active; i = inactive; / = not tested or not shown.

SMILES	SKN-1 block	NRP1-CendR mod	E coli Lon inh	MT1-MMP act inh	FAS-TE inh	Neddylation inh	Rin1 Abl inh	PABP1 MLLE inh	MsrA act
O=C(NC(Cc1cccc(F)c1)C(=O)O)C1CCCCC1 (stereo not drawn)	4.2	-2.2	4.4	-0.9	-11.3	i	-1.7	5.5	-3.7
COc1cc(C=O)ccc1OS(=O)(=O)c1ccc(NC(C)=O)cc1	5.5	-2.7	-18.4	-3.1	-6.9	i	1.4	11.0	-1.9
COc1ccc(-c2nnc(SCC(=O)NC(=O)Cc3ccccc3)n2C)cc1	10.0	9.4	-1.4	-0.1	-7.7	i	3.1	-80.5	-1.9
CSCCC(NC(=O)COc1ccccc1)C(=O)N(C)Cc1ccc(SC)cc1 (stereo not drawn)	-1.6	-8.1	-0.5	1.9	21.0	i	1.5	7.1	-3.9
CC(C)NC(=O)c1ccccc1NC(=O)C1CCCO1 (stereo not drawn)	11.7	12.3	4.1	-1.5	-8.2	i	-1.0	12.0	-1.3
Cc1nn2cc(-c3ccccc3)nc2[nH]c1=O	10.5	-0.6	2.6	6.3	-10.8	/	-0.9	-5.5	-2.8
CCN1C(=O)[C@H]2[C@@H](c3ccc(-c4cccc(Cl)c4)c(OC)c3)N[C@@](C)(C(=O)OC)[C@H]2C1=O	10.3	-0.6	-16.1	-0.4	9.7	i	0.7	0.6	-7.4
O=c1nc(Nc2ccc(OCc3ccccc3)cc2)sc2ncccc12	-8.5	3.7	-3.5	1.4	-4.6	i	1.0	-5.3	-7.2
COc1cc(/C=C\C(=O)NCc2ccc3c(c2)cc(C)n3C)cc(OC)c1OC	28.5	-11.3	3.4	25.0	-4.7	i	-5.9	20.4	-3.1
Nc1sc(-c2ccccc2)cc1C(=O)N1CCNCC1	16.1	-4.7	/	3.9	/	i	/	/	/
O=C(COC(=O)c1ccccc1)Nc1ccc2[nH]c(=O)[nH]c2c1	0.8	-3.3	10.5	7.6	-9.4	i	0.0	-2.1	-0.7
O=C(NCC1CCCO1)c1cnn2c1NC(c1ccccc1)CC2C(F)(F)F (stereo not drawn)	14.6	2.6	2.5	3.6	-6.0	i	-3.6	-1.6	0.4
N#Cc1cn(Cc2ccco2)c(=O)[nH]c1=O	10.9	-1.8	-5.8	8.9	-3.7	i	4.4	8.8	-1.7
COc1cc2c(cc1OC)C(c1ccccc1OC(C)C)CC(=O)N2 (stereo not drawn)	19.1	4.1	2.8	-0.7	-1.8	i	1.7	1.0	-3.6
Cc1ccc(NC(=O)CSc2n[nH]c(N)n2)cc1S(=O)(=O)N1CCOCC1	-0.1	7.1	-0.5	-2.6	-14.6	i	1.1	-41.4	-3.9
COc1ccc(CC(=O)NCC2CCCN(Cc3cccc(C(F)(F)F)c3)C2)cc1 (stereo not drawn)	-1.0	5.4	-2.9	1.1	-2.5	i	-0.7	6.1	-0.1
O=[N+]([O-])c1ccc2nc(CCCc3nc4ccc([N+](=O)[O-])cc4[nH]3)[nH]c2c1	-2.7	2.8	-1.3	6.8	18.5	i	-0.4	-12.7	-3.9
CC1(c2ccc(Cl)cc2)NC(=O)N(CC(=O)N2CCc3ccccc32)C1=O (stereo not drawn)	0.6	6.6	-1.6	3.7	2.2	i	-0.5	0.2	-1.0
Cc1[nH]c(=O)[nH]c(=O)c1NS(=O)(=O)c1ccc2c(c1)CCCC2	-10.9	5.6	-2.8	24.1	-7.5	i	4.4	-7.2	-10.9
NS(=O)(=O)c1ccc(N=Nc2ccc(O)c3ncccc23)cc1	5.0	11.8	7.3	24.6	11.8	i	11.3*	-21.4	-10.5
CCn1ncc(Br)c1C(=O)Nc1ccc(Cl)cn1	7.0	4.9	-2.3	-4.4	-8.8	i	3.4	10.5	-8.3
Cc1ccc(-c2n[nH]c(=S)n2/N=C/c2sccc2C)cc1	4.1	15.3	0.3	-0.2	-1.4	i	-1.5	-54.8	1.4
COc1ccc(S(=O)(=O)c2c[nH]c(=S)[nH]c2=O)cc1Cl	-2.3	-6.0	-11.0	1.5	3.3	i	-2.7	35.3	3.8
Cc1cc(C)cc(N(CC(=O)NCc2ccc(F)cc2)C(=O)CCC(=O)Nc2ccccn2)c1	-1.2	1.5	-5.2	-3.3	2.9	i	4.2	2.3	-0.7
Cc1onc(-c2ccccc2)c1C(=O)NNC(=O)c1ccccc1	3.7	-4.0	-3.3	0.7	-7.3	i	-0.1	-1.3	1.1
Cc1ccc(C)c(NC(=O)CCC(=O)N/N=C/c2ccc3c(c2)OCO3)c1	9.9	0.6	-2.9	3.1	-7.5	i	-2.2	12.4	-3.2
CCn1nccc1C(=O)Nc1cc(Cl)cc(Cl)c1	-5.7	4.8	-5.8	-0.5	6.5	i	1.2	-2.7	-2.1
Cc1ccc(-c2ccc(CCC(=O)O)n2-c2ccc(C(=O)O)cc2)cc1	-21.1	-9.0	-10.3	-2.7	-9.3	i	-1.1	14.8	-8.6
COc1cccc(C(=O)Nc2ccc(N3CCN(C(=O)c4ccco4)CC3)cc2)c1	15.5	2.5	6.1	-2.6	-2.6	i	0.0	-1.2	-8.5
O=C(Nc1ccccc1C(=O)NCc1cccnc1)c1ccc(Cl)cc1Cl	-1.0	5.3	3.5	/	25.3	i	2.2	6.9	-1.9

Copied from above, three compounds:
SMILES	SKN-1 block	NRP1-CendR mod	E coli Lon inh	MT1-MMP act inh	FAS-TE inh	Neddylation inh	Rin1 Abl inh	PABP1 MLLE inh	MsrA act
Cc1ccc(-c2ccc(CCC(=O)O)n2-c2ccc(C(=O)O)cc2)cc1	-21.1	-9.0	-10.3	-2.7	-9.3	i	-1.1	14.8	-8.6
COc1cccc(C(=O)Nc2ccc(N3CCN(C(=O)c4ccco4)CC3)cc2)c1	15.5	2.5	6.1	-2.6	-2.6	i	0.0	-1.2	-8.5
O=C(Nc1ccccc1C(=O)NCc1cccnc1)c1ccc(Cl)cc1Cl	-1.0	5.3	3.5	/	25.3	i	2.2	6.9	-1.9

Remaining list, next part.
SMILES	SKN-1 block	NRP1-CendR mod	E coli Lon inh	MT1-MMP act inh	FAS-TE inh	Neddylation inh	Rin1 Abl inh	PABP1 MLLE inh	MsrA act
O=C(c1ccc2ncsc2c1)N1CCN(c2ccc(O)cc2)CC1	-8.2	-1.6	-6.4	-1.8	-6.6	i	0.1	20.8	-0.3
COC(=O)c1c(NC(NC(=O)CC(C)C)C(Cl)(Cl)Cl)sc2c1CCC2 (stereo not drawn)	-4.0	3.1	-0.2	-32.9	21.3	i	1.7	-64.7	-1.0
COC(=O)c1cc([N+](=O)[O-])c(C)c(C)n1	0.5	2.0	-5.1	-2.6	-3.4	i	1.1	5.2	-3.8
CCN(CC)S(=O)(=O)c1cc(NC(=O)C(C)Nc2ccccc2N2CCOCC2)ccc1C (stereo not drawn)	2.6	-2.9	-3.6	4.7	5.6	i	1.2	-32.3	-9.6
C/C(=N\NC(=O)c1ccc(Br)cc1)c1cccc(NC(=O)c2cccnc2)c1	-3.3	3.4	-0.9	5.4	-0.4	i	-1.0	4.0	-3.2
COc1ccc(N2CCN(C(=O)c3cn(Cc4ccccc4)nc3-c3cccnc3)CC2)cc1	8.7	-1.7	3.2	6.4	-5.7	i	1.6	-3.4	-6.2
O=C(COC(=O)C1COc2ccccc2O1)NC(=O)NC1CCCC1 (stereo not drawn)	-3.4	4.6	-7.8	-0.3	-2.3	i	-1.4	-12.9	0.8
COc1cc(NC(=O)c2ccc(Br)o2)ccc1NC(=O)C(C)C	4.7	-12.3	5.2	3.3	-1.5	i	-2.5	10.9	1.4
CC(C)C[C@H](NC(=O)N1CCn2c1nc1ccccc12)C(=O)N[C@@H](C(=O)O)c1ccccc1	-0.3	9.6	-5.9	9.4	2.4	i	-0.7	18.1	0.7
CC(=O)Nc1ccc(C(=O)N2CCCc3ccccc32)cc1	3.8	-1.8	2.0	2.8	1.0	i	1.6	-9.6	-8.2
CS(=O)(=O)N(CC(=O)N1CCN(Cc2ccccc2)CC1)c1cccc(F)c1	6.4	7.5	-5.4	2.8	-1.9	i	-1.2	6.6	0.5
O=C(CCCn1c(=O)[nH]c2cc(Cl)ccc2c1=O)NCC1CCCO1 (stereo not drawn)	-18.8	0.1	-1.7	4.1	-8.0	i	2.0	1.5	-6.5
Cc1ccc2[nH]c(=O)c(CN(Cc3ccco3)C(=O)CN3CCCC(C)C3)cc2c1 (stereo not drawn)	2.7	-0.4	1.3	0.0	-4.2	i	-2.6	-9.9	-4.4
N#CC(C#N)=CC1=C2OC(c3ccccc3)=CC(c3ccccc3)=C2CCC1	14.6	-10.3	-3.4	-2.7	24.7	i	3.6	3.1	-0.1
CCOC(=O)C1(CC)NC(c2ccco2)C2C(=O)N(C)C(=O)C21 (stereo not drawn)	1.0	-8.7	-9.8	-2.3	-4.6	i	0.0	3.8	-1.6

Complete entries, looked up by structure.
O=C(COC(=O)C1COc2ccccc2O1)NC(=O)NC1CCCC1 (stereo not drawn) is entered as SKN-1 block: -3.4; NRP1-CendR mod: 4.6; E coli Lon inh: -7.8; MT1-MMP act inh: -0.3; FAS-TE inh: -2.3; Neddylation inh: i; Rin1 Abl inh: -1.4; PABP1 MLLE inh: -12.9; MsrA act: 0.8
CS(=O)(=O)N(CC(=O)N1CCN(Cc2ccccc2)CC1)c1cccc(F)c1 is entered as SKN-1 block: 6.4; NRP1-CendR mod: 7.5; E coli Lon inh: -5.4; MT1-MMP act inh: 2.8; FAS-TE inh: -1.9; Neddylation inh: i; Rin1 Abl inh: -1.2; PABP1 MLLE inh: 6.6; MsrA act: 0.5

More structures:
SMILES	SKN-1 block	NRP1-CendR mod	E coli Lon inh	MT1-MMP act inh	FAS-TE inh	Neddylation inh	Rin1 Abl inh	PABP1 MLLE inh	MsrA act
COc1[nH]c(/N=C/c2ccccc2)c(C#N)c1C#N	39.2	-3.0	149.0*	-86.0	-9.1	i	1.1	61.6	-4.1
CN(C(=O)C1CCN(S(=O)(=O)c2cccs2)CC1)c1ccccc1	3.8	1.4	-3.4	-4.1	5.7	i	-0.3	4.1	2.6
OC(CNC1CCCc2ccccc21)COc1ccc2ccccc2c1 (stereo not drawn)	3.0	-3.7	0.1	-2.0	-2.5	i	-0.6	-0.1	-8.0
CCCOc1ccc2c3c(c(=O)oc2c1OCCC)CCC3	15.3	-6.1	2.2	-2.2	22.4	/	3.9	-12.5	-1.0
CCCN1C(=O)/C(=C\C=C2\N(CC)c3ccccc3C2(C)C)SC1=S	27.3	130.9	-139.1	-20.4	-145.3	i	1.6	i	-4.5
O=C(CN1C(=O)COc2ccc(Cl)cc21)Nc1ccccn1	-4.9	4.0	-3.0	-2.3	-3.4	i	-1.9	-13.4	-3.6
CN1/C(=C/C(=O)COC(=O)C2COc3ccccc3O2)C(C)(C)c2ccccc21 (stereo not drawn)	12.3	7.4	1.1	3.5	17.4	i	5.8	-12.8	-2.3
Cc1nnc(Nc2ccc(Cl)cc2)n(N)c1=O	-0.1	-9.9	-5.0	2.4	-6.4	i	0.1	2.5	-2.9
Cc1ccc(NC(=O)CCC(=O)c2ccc(Cl)s2)nc1	-6.4	-14.1	-18.3	-3.7	1.2	i	-0.7	-2.3	-1.5
Cc1noc(C)c1COC(=O)C1CCN(S(=O)(=O)c2ccc(F)cc2)CC1	14.8	1.6	-3.3	1.6	0.8	i	-0.6	1.7	-1.9
COc1ccc(CNC(=O)COC(=O)c2ccc(Br)cc2)cc1	-14.8	-3.8	-6.4	0.1	1.3	i	1.7	12.8	-11.9
O=C(CN(Cc1ccccc1)C1=NCCS1)c1ccc(Cl)cc1	3.1	6.5	9.5	-3.4	29.7	i	-0.4	7.0	-10.0
O=C(Nc1ccc(O)c(C(=O)O)c1)c1cccc(NC(=O)c2ccco2)c1	-0.3	-6.5	-0.9	-0.6	-4.9	i	0.1	-1.6	-1.3
CCCCOC(=O)C[N+](C)(C)CCOC1CC2CCC1(C)C2(C)C (stereo not drawn)	-2.6	-4.3	2.7	-7.0	4.7	i	-0.8	-4.7	1.3
COc1ccc(C2CC3CC(c4ccccc4)N2O3)cc1 (stereo not drawn)	11.4	-8.5	-1.4	1.2	-1.3	i	3.1	-9.0	-4.1

High-throughput results deposited in PubChem by several laboratories.
